# UDG counterscr = UDG inhibition counter-screen; 0.14% of 91,000 active; Potency, µM (titrated, usually from 115 µM), inactives show at the highest dose activity change, negative = inhibition, most hits filed as inhibitors; FRET deamination/UDG coupled assay, UDG read, 4 h; note: nearly all actives have a fitted effect of over 65% in size
# AID inhibitor = inhibitors of human activation induced cytidine deaminase. Potency, µM (doses to about 115 µM), inactives show top-dose activity change, negative = inhibition, actives largely listed as inhibitors. AID 1347428. AID deamination FRET fluorescence, UDG-coupled, 4 h. 0.32% of 91,000 active; note: nearly all actives have a fitted effect of over 25% in size
# Target sequence (Q9GZX7 whole entry, looked up): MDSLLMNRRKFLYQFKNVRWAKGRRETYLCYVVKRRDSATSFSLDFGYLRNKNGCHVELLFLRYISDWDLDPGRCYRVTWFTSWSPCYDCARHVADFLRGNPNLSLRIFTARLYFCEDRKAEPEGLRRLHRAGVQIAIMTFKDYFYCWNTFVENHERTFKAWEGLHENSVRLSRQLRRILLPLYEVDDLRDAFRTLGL
# An asterisk follows results filed as active; ? = inconclusive; [ ] = dose if it differs, or a comment. Calls come from the whole dose curve; as a rule, active = well fitted curve in the direction sought with a large enough effect; inconclusive = small, poorly fitted or top-dose-only effect, or another doubt; inactive = no such curve, though single readings can be large; an effect the other way counts as inactive or inconclusive. % is set by controls: 0 for no effect and ±100 for the full control effect; potency is the fitted concentration of half-maximal effect.
SMILES,UDG counterscr,AID inhibitor
O=C(Cc1cccc2ccccc12)NCc1ccccn1,3.9%,9.1%
O=C(NCc1ccc(Cl)cc1)NCC1(c2ccccc2)CC1,4.2%,-15.3%
O=S(=O)(c1ccc2c(c1)CCN2)N1CCCC1,-4.0%,0.3%
Cn1c2ccc(Cl)cc2c2cc(Cl)ccc21,-11.0%,-7.4%
COc1ccccc1CNC(=O)CCc1c(C)nn(-c2ccc(N3CCCC3)nn2)c1C,1.2%[57.5 µM],9.1%
CCOc1ccc(C2C(C#N)=C(SCC(=O)Nc3cccc(C)c3)NC3=C2C(=O)CCC3)cc1 (stereo not drawn),-3.6%,-2.3%
c1ccc(CNC2CCCc3c2cnn3Cc2ccccc2)cc1 (stereo not drawn),4.6%,-7.7%
NC[C@H]1O[C@@H](n2cnc3c(N)ncnc32)[C@H](O)[C@@H]1O,-5.6%,-0.2%
COc1cc(OC)cc(-c2nc(-c3ccc4c(c3)[nH]c(=O)n4C)no2)c1,4.5%,3.9%
CC(=O)c1cccc(Nc2nc(-c3cccc(C)c3)nc3ccccc23)c1,-8.4%,-9.4%
COc1cc(SC)ccc1C(=O)N1CCn2c3c(c4cc(C)ccc42)CCCC31 (stereo not drawn),3.3%,16.1%
CC(NC(=O)CSc1nnc(-c2ccncc2)n1-c1ccc(F)cc1)c1ccc2c(c1)OCO2 (stereo not drawn),-6.6%,0.3%
CCOc1ccc(C(=O)c2cn(Cc3ccc(OC)cc3)c3cc(OC)c(OC)cc3c2=O)cc1,-4.4%,?
CN(C)c1cccc(C(=O)Nc2ccc(C#N)cc2)c1,0.9%,-4.4%
CCCCNc1nc2ccccc2nc1NS(=O)(=O)c1ccc(F)cc1,1.8%,-3.2%
Clc1cccc(C2=NC(c3cccs3)=Nc3ccc(Br)cc3N2)c1,-20.7%,-26.7%
CCC(=O)N1c2ccccc2CC1C(=O)NCCCN1CCN(c2cccc(Cl)c2)CC1 (stereo not drawn),0.0%,-11.0%
CC1=C(C(=O)OCc2ccc(C)cc2)C(c2ccccc2C(F)(F)F)CC(=O)N1 (stereo not drawn),-16.6%,17.0%
CCN(CC)CCCNC(=O)c1nn(-c2ccc(OC)cc2)c(=O)c2c1c1ccccc1n2C,19.1%,11.6%
N#C/C(=C\c1ccc(-c2cc(Cl)ccc2Cl)o1)c1nc2ccccc2[nH]1,2.5%,-14.5%
Cc1cc(C)cc(OC(=O)c2cc(-c3ccc4c(c3)OCCO4)on2)c1,27.0%,2.9%
Cc1ccc(CNC(=O)COCc2cc(-c3ccc4c(c3)OCO4)on2)cc1,-28.4%,-2.7%
O=C(CCS(=O)(=O)c1ccccc1)N(Cc1cccnc1)c1nc2ccc(Cl)cc2s1,8.8%,13.5%
COc1cccc(N=C2NN=C(c3ccc4c(c3)CC(C)N4S(C)(=O)=O)CS2)c1 (stereo not drawn),6.2%,21.3%
CCc1ccc(NC(=O)NCc2nc(-c3ccc(C)cc3)oc2C)cc1,13.6%,9.3%
O=C(CC1N=C2c3ccccc3N=C(SCc3ccc(Cl)cc3)N2C1=O)NCCc1ccccc1 (stereo not drawn),7.1%,?
CCCCCCCCOc1ccc(C(=O)c2ccccc2O)c(O)c1,-2.0%,-3.0%
O=C(CCn1cnc2onc(-c3ccc(F)cc3)c2c1=O)N1CCN(c2ccc(F)cc2)CC1,4.2%,15.3%
CC(C)(C)OC(=O)N1CCC(c2c(C(=O)NC3CCN(Cc4ccccc4)CC3)cnn2-c2cccc(F)c2)CC1,39.5%[activator],?
COc1cc(C2Nc3ccc(C)cc3[C@H]3OCCC[C@@H]23)cc(Br)c1O (stereo partly drawn),1.1%,27.8%
O=C(NCc1cccc(CN2CCOCC2)c1)c1cc2ccccc2oc1=O,11.3%,6.0%
Cc1ccc(NC(=O)N2CCN(c3ccc(Cl)c(Cl)c3)CC2)cc1,-16.2%,?
CCOc1ccccc1NC(=O)C1CCN(S(=O)(=O)c2ccc3c(c2)CC(C)N3C(C)=O)CC1 (stereo not drawn),21.7%,9.7%
CCCC1=C(C(=O)OCC)C(c2c(F)cccc2Cl)NC(=O)N1C (stereo not drawn),-1.3%,-6.8%
CN1C(=O)NC(c2ccccc2)C2=C1CN(c1ccc3ccccc3c1)C2=O (stereo not drawn),-4.5%,-13.1%
O=C(c1ccc(CSc2nc3ccncc3n2Cc2cccc(F)c2)cc1)N1CCCCC1,-0.7%,?
CCCCNC(=O)NC(=O)CN(C)CCCc1ccccc1,5.7%,5.8%
O=C(CCn1ccc2ccccc21)N1CCN(S(=O)(=O)c2ccccc2F)CC1,-3.9%,-7.2%
CC1=C(c2ccc(C)cc2)S(=O)(=O)N(Cc2ccc(C(=O)NCc3ccccc3F)cc2)C1=O,-15.1%,1.0%
CC1(C)CC(=O)C2=C(C1)NC(Nc1nc3ccccc3o1)=NC2c1cccc(Cl)c1 (stereo not drawn),0.8%,7.0%

# 2 entries picked at random from the list so far, as already listed:
SMILES,UDG counterscr,AID inhibitor
CCc1ccc(NC(=O)NCc2nc(-c3ccc(C)cc3)oc2C)cc1,13.6%,9.3%
CCOc1ccccc1NC(=O)C1CCN(S(=O)(=O)c2ccc3c(c2)CC(C)N3C(C)=O)CC1 (stereo not drawn),21.7%,9.7%

# More records
SMILES,UDG counterscr,AID inhibitor
Cc1cc(-c2nc3ncccc3o2)ccc1NC(=O)COc1ccccc1C,3.7%,0.7%
COc1ccc(-c2cc(C(=O)N3CCN(c4ccccc4)CC3)no2)cc1,-13.0%,?
Cc1cc(C)cc(NC(=O)c2nn(CC(C)C)c(=O)c3ccccc23)c1,?,-15.0%
CC(O)C(=O)Nc1ccc(C(N)=O)cc1 (stereo not drawn),5.3%,6.6%
Cc1ccc(-c2nn(CC(=O)NC3CCCC3)c3c2cnc2ccccc23)cc1,20.4%,36.1%[activator]
Cc1ccccc1C(C)NC(=O)c1cc2ccccc2oc1=O (stereo not drawn),1.5%,-8.9%
CCOC(=O)C1CCN(c2nc3ccccc3nc2C(C#N)C(=O)NCc2ccccc2)CC1 (stereo not drawn),7.3%,-7.8%
CC(C1CC1)N(CC(F)(F)F)C(=O)CN(C)CC(=O)NCc1ccco1 (stereo not drawn),3.4%,1.8%
Cc1cc(NC(=O)CCNS(=O)(=O)c2ccc3c(c2)oc(=O)n3C)ccc1Br,-5.6%,?
COc1ccc2cc(C(=O)NCCC(=O)Nc3ccc4c(c3)OCCO4)[nH]c2c1,4.4%,3.5%
Cn1cc2c(C(F)F)cc(=O)n(CCC(=O)O)c2n1,5.0%,1.6%
CCOc1ccc(Nc2nnc(-n3nc(C)cc3C)c3ccccc23)cc1,79.4µM*,-21.2%
Cc1cccc(NC(=O)c2ccc(CN3CC(=O)N4CCCCC4C3=O)cc2)c1C (stereo not drawn),0.8%,12.0%
CC1CCCC(NC(=O)c2ccc(F)cc2F)C1C (stereo not drawn),0.3%,-2.5%
O=C(CN(Cc1cccs1)CC1CCCO1)Nc1ccc2ccccc2c1 (stereo not drawn),-8.6%,?
CCc1ccc(NC(=O)C2CCN(S(=O)(=O)c3c(C)noc3/C=C\c3ccc(OC)cc3)CC2)cc1,-3.1%[57.5 µM],2.0%
CCC(=O)Nc1sc2c(c1C(=O)Nc1ccc(Br)cc1)CCCCC2,-4.7%,15.8%
COc1ccc(-n2c(C)c(C)c3c2ncn2nc(-c4cccs4)nc32)cc1,-9.9%,1.2%
CCn1c(COc2ccccc2Cl)nnc1SCc1cc(=O)c2cc(C(N)=O)ccc2[nH]1,1.8%,-4.9%
CCc1ccc(C(=O)Oc2ccc(OC(=O)c3ccc(CC)cc3)c(-c3ccccc3)c2)cc1,-9.6%,-5.9%
Cc1cc(C)cc(NC(=O)C2CCCN2c2ncnc3ccccc23)c1 (stereo not drawn),3.5%,-5.4%
O=C(CN(CCc1ccccc1)S(=O)(=O)c1ccc(Br)cc1)NCc1ccc(Cl)cc1,-6.2%[57.5 µM],-1.7%[57.5 µM]
O=C(CN1CCCC(c2nc3ccccc3o2)C1)N1CCNC1=O (stereo not drawn),-1.2%,0.6%
Cc1cccc(-c2noc(-c3cccnc3NCc3ccc(Cl)cc3)n2)c1,36.9%[activator],5.4%
Cc1ccc(C(=O)Nc2ccc(S(=O)(=O)Nc3onc(C)c3C)cc2)cc1,51.6%[activator],3.3%
CC1=C(c2ccc(C)cc2)S(=O)(=O)N(Cc2ccc(C(=O)Nc3ccccc3C)cc2)C1=O,-5.4%,3.3%
COc1ccc(C(C)=O)cc1COC(=O)Cc1ccc(Br)cc1,0.2%,-16.5%
COc1cccc(CNC(=O)CN2C(=O)N(c3ccc(C(C)C)cc3)S(=O)(=O)c3ccccc32)c1,1.8%,5.2%
Cc1ccc(/C=C/C(=O)Nc2ccccc2C(N)=O)o1,-10.2%[57.5 µM],-18.5%[57.5 µM]
O=C(Nc1ccc(F)cc1)Nc1csc2c1CCCC2,-0.7%,?
COc1ccc(-n2c(=O)c3c(n4cnnc24)-c2ccccc2CC32CCCC2)cc1,2.1%,-5.3%
CCOC(=O)CSc1nc(-c2ccccc2)cc(C(F)(F)F)c1C#N,?,14.7%
COc1cc(OC)cc(-n2c(=O)c3sccc3n(Cc3ccc(F)cc3)c2=O)c1,0.0%,0.9%
Cc1cc(C)nc(-n2nc(C)c3c2N(Cc2ccccc2F)C(=O)CC3c2ccc(Cl)cc2)n1 (stereo not drawn),-1.2%,-11.2%
CCc1ccc(NC(=O)c2sc3nc(C)c(Cl)c(C)c3c2NC(=O)c2ccccc2OC)cc1,2.9%,24.4%
NCc1ccccc1OC(F)F,-6.9%,-7.0%
CC(C)NC(=O)c1cc2cc(Br)ccc2[nH]1,-3.2%,8.2%
CCOC(=O)c1cc(-c2ccc(F)cc2)n(CCC(=O)NCc2ccccc2OC)c1C,32.0%[activator],?
O=C(NC1CCCC1)C(Cl)c1ccccc1 (stereo not drawn),-0.9%,3.9%
CCOc1ccccc1NC(=O)c1sc2nc3c(cc2c1N)CN(Cc1ccccc1)CC3,-1.5%,-7.3%
O=S(=O)(c1cccc(-c2nc3ccccc3s2)c1)N1CCCCCC1,4.1%,-13.8%
O=C(CCCCn1c(=O)c2ccccc2n(CC(=O)Nc2cccc(F)c2)c1=O)NCCc1ccccc1,-3.2%,14.6%
CCc1cccc(NC(=O)Nc2csc3c2CCCC3)c1,3.6%,-4.8%
O=c1c(-c2ccc(Cl)cc2)coc2cc(OCCN3CCCCC3)ccc12,0.1%,-2.8%
Cn1c(=O)oc2cc(S(=O)(=O)NC(Cc3ccccc3)C(=O)Nc3ccc(F)c(Cl)c3)ccc21 (stereo not drawn),-6.7%,20.8%
O=C(O)CNCc1cccc2ccccc12,-12.8%,-8.7%
CCCCn1c(Br)nc2c(=O)n(C)c(=O)n(C)c21,9.8%,5.3%
CCN(CC)S(=O)(=O)c1ccc(C(=O)C(C#N)c2nc(C)cs2)cc1 (stereo not drawn),5.6%,17.5%
Cc1c(C(=O)OCCOc2ccccc2)[nH]c2c1C(=O)CC(c1ccc(C(C)(C)C)cc1)C2 (stereo not drawn),10.1%,7.3%
COc1ccc(C(=O)NCc2cccnc2)cc1C(=O)NCc1cccnc1,-9.0%,-9.7%
CCc1cc(=O)oc2c(C)c(OCC(=O)NC3CC(C)(C)NC(C)(C)C3)ccc12,-10.4%,-12.2%
Cc1cnc(C(=O)Oc2ccc(Cl)c3ccccc23)cn1,-6.6%,5.2%
COC(=O)c1cccc(OC(=O)c2cccs2)c1,-0.7%,-3.3%
Cc1ccc(C)c(NC(=O)COC(=O)c2ccc3ccccc3n2)c1,-3.4%,1.1%
CN(C(=O)CCc1nc2ccccc2c(=O)[nH]1)C1CCCC1,-19.6%,-9.3%
Cc1cc(Nc2ccccc2C)nc(-n2nc(C)cc2C)n1,2.2%,2.7%
O=C(NC1CCc2cc(F)ccc21)C1CCCC1 (stereo not drawn),1.0%,3.9%
CN(C)c1ccc(CNS(=O)(=O)c2ccc3[nH]c4c(c3c2)CCCCC4)cc1,6.4%,33.9%[activator]
COc1ccccc1-c1nc(SCC(=O)NCc2ccccc2)c2c(=O)n(C)c(=O)n(C)c2n1,11.3%,3.8%
CCC(C)NC(=O)Cn1c(=O)n(Cc2ccc(C(=O)NCc3ccccc3OC)cc2)c(=O)c2ccccc21 (stereo not drawn),-16.6%,12.0%

# Some of these compounds in order of their number in AID inhibitor, ascending.
canonical_smiles	AID inhibitor
O=C(O)CNCc1cccc2ccccc12	-8.7%
CCc1cccc(NC(=O)Nc2csc3c2CCCC3)c1	-4.8%
O=C(NC1CCc2cc(F)ccc21)C1CCCC1 (stereo not drawn)	3.9%

# The main list resumes; the two compounds before the break are reprinted first.
SMILES,UDG counterscr,AID inhibitor
COc1ccccc1-c1nc(SCC(=O)NCc2ccccc2)c2c(=O)n(C)c(=O)n(C)c2n1,11.3%,3.8%
CCC(C)NC(=O)Cn1c(=O)n(Cc2ccc(C(=O)NCc3ccccc3OC)cc2)c(=O)c2ccccc21 (stereo not drawn),-16.6%,12.0%
Cc1oc(-c2cccs2)nc1C(=O)N1CCOCC1C (stereo not drawn),8.9%,21.5%
CC(C)CC(NC(=O)C1CCC(C)CC1)C(=O)O (stereo not drawn),-7.4%,-4.1%
CCc1cccc(C)c1NC(=O)c1cnn(-c2ccc(OC)cc2)c1C1CCN(C(=O)OC(C)(C)C)CC1,41.1%[activator],?
Cc1ccc(C(CNC(=O)c2cccs2)N2CCCCC2)o1 (stereo not drawn),-8.1%,-4.9%
CSc1ccccc1NC(=O)c1cc(F)cc(F)c1,1.6%,2.3%
Cc1ccc(-n2nc(CO)c(C(=O)NCCc3ccccc3)n2)cc1,3.7%[57.5 µM],1.1%
Cc1cc(=O)oc2cc(OC(C)C(=O)NCCc3ccc(S(N)(=O)=O)cc3)ccc12 (stereo not drawn),4.0%,1.7%
CN(C)c1ccc(CNC(=O)CCCN2C(=O)c3cccnc3Oc3ccc(Cl)cc32)cc1,4.8%,-12.0%

# Bioassay records (PubChem BioAssay)

# A portion of the library. The share of hits here may be higher or lower than overall.
